CTSL1 counter: cathepsin L1 inhibition, PFM18AAP counter-screen; AID 1906; recombinant F. hepatica cathepsin L1, Z-Leu-Arg-MCA fluorescence; inhibition, % at 5.96 µM; 300,000 tested, 0.49% active;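 active means inhibition above the mean of all tested compounds plus 3 SD, set per screening campaign, cut at about 17% in these data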;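 further: 0% = plate median of test compound wells and 100% = 1 µM Z-Phe-Ala-diazomethylketone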
core dimer inh: HCV core protein dimerization inhibition; TR-FRET GST/Flag-core106 dimerization, 1536-well; inhibition, % at 5 µM; 300,000 tested, 0.33% active;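 active means inhibition above the mean of all tested compounds plus 3 SD, set per screening campaign, cut at about 45% in these data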
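Test system: GST/Flag-tagged HCV core106 proteins; Medium: KF-containing HEPES buffer, pH 7.45, DTT, CHAPS, BSA; Times: compound-protein-antibody incubation 4 h at 22.5 °C; Detection: TR-FRET 671 and 617 nm emission; Benchmarks: wells lacking GST-core106 and wells with excess unlabelled core106.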
PREPL inh: inhibitors of human prolyl oligopeptidase-like enzyme PREPL. AID 2751. 320,000 tested, 0.68% active. recombinant PREPL, fluorescence polarization activity-based probe. inhibition, % at 5.96 µM. Q4J6C6; in the data active means inhibition above about 43%;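 further: 0% = enzyme with DMSO and 100% = wells lacking enzyme; many of its hits are not listed in these tables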
EBNA-1 inh: blocks EBNA-1 binding to DNA | EBNA-1 DNA binding, fluorescence polarization | inhibition, % at 14.8 µM | 300,000 tested, 0.34% active | AID 1950; in the data active means inhibition above about 28%
PP5 primary: PP5 (human) phosphatase inhibition; 320,000 tested, 0.18% active; P53041; AID 1987; purified PP5c, OMFP substrate fluorescence; inhibition, % at 6.7 µM;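 active means inhibition above the campaign's mean inhibition across all tested compounds plus 3 SD, cut at about 9.5% in these data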;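 further: 0% = DMSO only and 100% = 100 µM cantharidin control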
Target sequence (P53041 whole entry, looked up): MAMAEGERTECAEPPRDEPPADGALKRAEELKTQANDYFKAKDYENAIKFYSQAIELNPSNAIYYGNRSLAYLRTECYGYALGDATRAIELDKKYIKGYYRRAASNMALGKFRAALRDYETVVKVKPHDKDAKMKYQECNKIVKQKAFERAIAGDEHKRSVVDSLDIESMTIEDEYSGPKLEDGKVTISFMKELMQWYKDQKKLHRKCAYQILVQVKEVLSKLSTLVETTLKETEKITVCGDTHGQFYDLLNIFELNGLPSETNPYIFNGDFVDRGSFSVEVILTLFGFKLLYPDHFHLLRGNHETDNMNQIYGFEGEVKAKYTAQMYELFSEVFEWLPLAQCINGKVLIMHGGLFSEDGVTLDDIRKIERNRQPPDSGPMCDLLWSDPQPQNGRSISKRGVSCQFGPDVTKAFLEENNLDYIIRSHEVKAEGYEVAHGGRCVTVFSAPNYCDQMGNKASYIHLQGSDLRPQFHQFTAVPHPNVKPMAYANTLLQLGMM
PP1 counter: PP1-alpha (human) inhibition in PP5 counter-screen; P62136; purified PP1alpha, OMFP fluorescence; inhibition, % at 6.7 µM; 320,000 tested, 0.9% active; AID 2235;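 active means inhibition above the mean inhibition of all tested compounds plus 3 SD, computed separately for each screening campaign, cut at about 15% in these data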
Target sequence (P62136 whole entry, looked up): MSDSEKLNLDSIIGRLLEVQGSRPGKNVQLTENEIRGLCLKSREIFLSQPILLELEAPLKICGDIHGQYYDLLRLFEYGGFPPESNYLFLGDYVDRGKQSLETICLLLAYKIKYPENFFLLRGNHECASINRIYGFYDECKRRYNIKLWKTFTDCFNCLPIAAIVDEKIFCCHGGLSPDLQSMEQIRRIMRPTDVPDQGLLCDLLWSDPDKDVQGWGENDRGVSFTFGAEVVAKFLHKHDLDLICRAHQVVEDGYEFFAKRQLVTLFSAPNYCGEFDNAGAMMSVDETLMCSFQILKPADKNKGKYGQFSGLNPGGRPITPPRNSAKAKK
ZTA counter: blocks Epstein-Barr virus ZTA, an EBNA-1 counter-screen; AID 2234; inhibition, % at 11 µM; 320,000 tested, 0.15% active; ZTA-DNA binding, fluorescence polarization; P03206; in the data active means inhibition above about 33%
Target sequence (P03206 whole entry, looked up): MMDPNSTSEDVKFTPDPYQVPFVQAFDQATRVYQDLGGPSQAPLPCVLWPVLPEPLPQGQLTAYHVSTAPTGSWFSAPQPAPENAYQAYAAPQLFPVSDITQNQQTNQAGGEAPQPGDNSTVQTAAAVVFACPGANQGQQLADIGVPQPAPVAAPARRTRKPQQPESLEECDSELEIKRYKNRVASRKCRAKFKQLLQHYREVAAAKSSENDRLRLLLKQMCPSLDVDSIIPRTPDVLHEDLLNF
Efflux pump inh: antifungal efflux pump inhibition, Nile Red retention; S. cerevisiae Candida pump triplex; inhibition, % at 10 µM; 330,000 tested, 0.44% active;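 active means plate passing quality check with inhibition over a set limit, or well fluorescence over plate mean plus 4 SD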;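 further: Nile Red retained in pooled yeast measured as flow cytometry median fluorescence; 0% = buffer negative control and 100% = Enniatin B positive control; higher means more Nile Red kept so more efflux inhibition; some compounds called inactive have numbers as strong as hits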
TPT1 inh: blocks Candida albicans tRNA 2'-phosphotransferase; recombinant caTPT1, FP RNA substrate dephosphorylation; inhibition, % at 5 µM; 300,000 tested, 0.81% active; AID 1962;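 active means inhibition above the mean of all tested compounds plus 3 SD, set per screening campaign, cut at about 24% in these data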;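 further: plate controls were DMSO alone for no effect and ferristatin control at 100 nM for full effect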
An asterisk follows results filed as active; / = not tested or not shown.

1: CSCCC(NS(=O)(=O)c1ccc(Br)cc1)C(=O)OCC(=O)NC1CC1 (stereo not given)
2: CCn1cc(CCC(=O)NC2CCCC2)c2ccccc21
3: Cc1cccc(S(=O)(=O)Nc2ccc(-n3c(C)nc4ccccc4c3=O)cc2)c1
4: COCCCNS(=O)(=O)c1ccccc1
5: CCOC(=O)N1CCN(CCC(=O)Nc2ccc(OC)cc2OC)CC1
6: COc1ccccc1OCC(=O)Nc1ccc(N2CCOCC2)cc1N1CCOCC1
7: O=C(Cn1c(=O)oc2ccccc21)Nc1nc(-c2ccc(Br)cc2)cs1
8: CCn1c(/C=C\c2ccccc2C)nc2ccccc2c1=O
9: N/C(=N\OC(=O)c1cccc(Br)c1)c1ccccc1
10: COC(=O)c1sc(S(=O)(=O)N2CC(C)OC(C)C2)c(C(=O)OC)c1C (stereo not given)
Assay by compound	1	2	3	4	5	6	7	8	9	10
CTSL1 counter	-10	-3	1	0	2	/	-2	0	-2	/
core dimer inh	-3	4	3	2	0	/	10	8	-4	/
PREPL inh	4	5	1	-8	15	12	-1	-3	5	8
EBNA-1 inh	-3	9	2	11	0	/	10	2	-12	/
PP5 primary	0.2	-0.9	-1.7	-1.9	2.8	0.8	0.8	3.7	3.5	1.6
PP1 counter	0	-4	0	-1	-1	-2	-1	3	-5	-4
ZTA counter	-2	4	-3	4	6	-8	7	6	-3	4
Efflux pump inh	0.0	0.1	0.0	-0.1	0.0	-0.2	0.4	0.1	0.1	0.3
TPT1 inh	-5	-2	-1	-1	2	/	1	-4	-2	/

Ordered by SMILES length (lowest first): some entries from above
4: COCCCNS(=O)(=O)c1ccccc1
2: CCn1cc(CCC(=O)NC2CCCC2)c2ccccc21
9: N/C(=N\OC(=O)c1cccc(Br)c1)c1ccccc1
5: CCOC(=O)N1CCN(CCC(=O)Nc2ccc(OC)cc2OC)CC1
6: COc1ccccc1OCC(=O)Nc1ccc(N2CCOCC2)cc1N1CCOCC1
1: CSCCC(NS(=O)(=O)c1ccc(Br)cc1)C(=O)OCC(=O)NC1CC1 (stereo not given)
10: COC(=O)c1sc(S(=O)(=O)N2CC(C)OC(C)C2)c(C(=O)OC)c1C (stereo not given)
3: Cc1cccc(S(=O)(=O)Nc2ccc(-n3c(C)nc4ccccc4c3=O)cc2)c1
Assay by compound	4	2	9	5	6	1	10	3
CTSL1 counter	0	-3	-2	2	/	-10	/	1
core dimer inh	2	4	-4	0	/	-3	/	3
PREPL inh	-8	5	5	15	12	4	8	1
EBNA-1 inh	11	9	-12	0	/	-3	/	2
PP5 primary	-1.9	-0.9	3.5	2.8	0.8	0.2	1.6	-1.7
PP1 counter	-1	-4	-5	-1	-2	0	-4	0
ZTA counter	4	4	-3	6	-8	-2	4	-3
Efflux pump inh	-0.1	0.1	0.1	0.0	-0.2	0.0	0.3	0.0
TPT1 inh	-1	-2	-2	2	/	-5	/	-1

(continued)
11: Fc1cccc(F)c1CN1CCN(c2ncccn2)CC1
12: Cc1cccc(CN2CCN(CC(C)C)C(CCO)C2)n1 (stereo not given)
13: COC(=O)c1ccc(CSc2nnc(NC(=O)C3CC(=O)N(Cc4ccc(C)cc4)C3)s2)cc1 (stereo not given)
14: Cc1c(N=Cc2cccnc2)c(=O)n(-c2ccccc2)n1C
15: CN(CC1COc2ccccc2O1)C(=S)Nc1ccccc1 (stereo not given)
16: COc1ccc(OC)c(S(=O)(=O)N(C)CC(=O)N2CCCCC2)c1
17: CCOc1ccc(NS(=O)(=O)c2ccc3c(c2)N(C(C)=O)CCS3)cc1
18: COc1ccc(C)cc1NC(=O)CCCN1C(=O)CN(C)C1=O
19: Cc1ccc(S(=O)(=O)NCC(=O)N(CC(=O)NC2CCCCC2)Cc2ccco2)cc1
20: COc1ccc(P(=O)(COc2ccc([N+](=O)[O-])cc2)c2ccc(OC)cc2)cc1
Assay by compound	11	12	13	14	15	16	17	18	19	20
CTSL1 counter	4	-2	1	-3	-2	1	-1	/	10	2
core dimer inh	-3	-2	20	0	-9	14	-12	/	5	5
PREPL inh	-5	0	-8	9	-2	2	0	15	10	9
EBNA-1 inh	6	-6	0	5	18	4	-5	/	2	-3
PP5 primary	-2.6	2.9	3.5	2.9	1.0	-1.3	-2.8	-0.2	-0.6	3.2
PP1 counter	-5	-3	8	-4	7	-3	-5	-6	-7	2
ZTA counter	-4	-11	-1	-6	28	0	-10	-2	-15	-15
Efflux pump inh	0.0	0.0	0.1	-0.1	-0.1	0.0	0.4	-0.2	0.1	0.0
TPT1 inh	3	-3	-2	-3	1	-3	-4	/	-2	-1

21: CCOC(=O)c1[nH]c2ccccc2c1N=CN(CC)CC
22: CCC(=O)Nc1c(C)nn(-c2ccc(C)c(C)c2)c1C
23: CCO[C@@H]1OC(C(=O)NCc2ccccc2)=C[C@H](C2CCCCC2)[C@H]1CCCO
24: CCOC(=O)C1CCN(C(=O)c2ccc(OCC(=O)N3CCOCC3)c(OC)c2)CC1
25: Cc1ccc(C)c(OCCC(=O)OCC(=O)Nc2cccnc2Cl)c1
26: Cc1ccc(C(=O)NNC(=O)CSc2nnc(-c3ccncc3)n2-c2ccc(C)cc2)cc1
27: Cc1ccc(S(=O)(=O)CCC(=O)c2ccc(O)cc2O)cc1
28: CC(=O)c1ccc(S(=O)c2ccccc2)cc1 (stereo not given)
29: CCOC(=O)c1c(-c2ccc(C)cc2)csc1NC(=O)CCSc1nnc2ccccn12
30: COc1ccc(CCNS(=O)(=O)c2cccc3cccnc23)cc1OC
Assay by compound	21	22	23	24	25	26	27	28	29	30
CTSL1 counter	1	7	4	-2	-17	-1	-13	-2	5	-4
core dimer inh	-11	-5	-7	-1	11	-6	-4	3	-3	-2
PREPL inh	3	7	5	9	-8	0	3	7	0	10
EBNA-1 inh	8	12	5	-2	5	-7	-7	7	16	-4
PP5 primary	1.9	-0.9	3.1	-0.4	-1.4	2.3	-1.9	2.0	1.5	-2.9
PP1 counter	0	-1	4	-4	-3	-4	-2	1	-1	-3
ZTA counter	-1	2	2	6	0	-21	-2	-7	13	-4
Efflux pump inh	0.0	0.1	-0.1	0.0	0.8	0.2	0.0	-0.1	0.3	0.1
TPT1 inh	-5	-2	-2	1	-3	-2	1	-2	-2	2

31: c1cncc(C2Nc3ccccc3-c3nc4ccccc4n32)c1 (stereo not given)
32: CCCc1cc(N2CCCC(C(=O)Nc3cc(Cl)ccc3OC)C2)n2ncnc2n1 (stereo not given)
33: Cc1cccc(N(C(=O)CCC(=O)Nc2cc(C)on2)C(C(=O)NC2CCCC2)c2ccncc2)c1 (stereo not given)
34: Cc1ccc(C)c(N(CC(=O)NC2CCCC2)C(=O)c2cc3cc4cc(C)ccc4nc3s2)c1
35: COc1ccc2cc(C(C)C(=O)N3CCC(C(N)=O)CC3)ccc2c1 (stereo not given)
36: Cc1cccc(C(=O)NCC(=O)N2CC=C(c3ccccc3)CC2)c1
37: CC(C)OC(=O)c1c(NC(=O)c2cnn3c2NC(c2ccccc2)CC3C(F)F)sc2c1CCCC2 (stereo not given)
38: COc1cccc(-c2cc(C(=O)NCCN3CCOCC3)no2)c1
39: O=C(O)c1ccc(N/N=C/c2ccc(F)c(F)c2)cc1
40: Cc1cc(=O)n2nc(N3CCCC(C(=O)NCc4ccc(F)cc4)C3)sc2n1 (stereo not given)
Assay by compound	31	32	33	34	35	36	37	38	39	40
CTSL1 counter	2	-4	5	0	4	/	-2	3	11	0
core dimer inh	-4	1	1	-5	-6	/	2	-2	-6	-2
PREPL inh	-1	2	3	5	4	18	6	0	8	7
EBNA-1 inh	3	-1	-13	9	-3	/	-3	-7	-6	1
PP5 primary	1.1	-1.8	0.5	0.1	-1.6	5.1	1.5	0.3	0.0	-0.7
PP1 counter	2	0	-2	-5	1	4	2	2	-1	-1
ZTA counter	1	1	5	12	-1	-7	-3	-3	2	7
Efflux pump inh	-0.2	-0.1	0.1	0.0	0.0	0.1	0.2	0.4	0.8	-0.1
TPT1 inh	0	-1	-5	-2	1	/	1	-4	0	-3

41: CCOC(=O)c1sc2nc3n(c(=O)c2c1C)CCCCC3
42: O=C(Nc1ncn[nH]1)c1ccc(Cl)c(S(=O)(=O)N2CCCCCC2)c1
43: O=C(O/N=C/c1ccc(Br)cc1)c1ccc(F)cc1
44: COc1ccc(N2CCN(S(=O)(=O)c3c(C)noc3/C=C/N(C)C)CC2)cc1
45: CCOC(=O)C(C)Sc1nnc(Cn2c(=O)sc3ccccc32)n1-c1ccccc1 (stereo not given)
46: CCS(=O)(=O)N1CCC(C(=O)NC2CCCCCCC2)CC1
47: CN1CCN(c2ccccc2NC(=O)COc2ccc(C3CCCCC3)cc2)CC1
48: Cc1ccc(S(=O)(=O)NC2c3cccc4cccc(c34)C2Sc2nc(C)cc(C)n2)cc1 (stereo not given)
49: O=C(N/N=C/c1cc(Br)ccc1O)c1cccc(N2CCCC2=O)c1
50: CC1(C(=O)O)C=CCN1C(=O)c1ccccc1 (stereo not given)
Assay by compound	41	42	43	44	45	46	47	48	49	50
CTSL1 counter	3	-8	3	1	-2	-1	2	3	11	-2
core dimer inh	4	4	-1	-5	-2	0	-3	13	-5	1
PREPL inh	1	0	18	11	-15	5	3	-26	15	-4
EBNA-1 inh	-6	14	5	5	0	-2	1	-3	2	1
PP5 primary	3.5	0.8	0.0	3.1	3.8	0.8	3.0	-7.6	-9.6	0.1
PP1 counter	0	2	-1	1	0	-5	5	3	13	-1
ZTA counter	-3	1	-19	-10	-18	6	-16	5	-23	-12
Efflux pump inh	0.0	0.1	-0.1	-0.1	-0.2	0.0	0.1	0.1	0.1	0.0
TPT1 inh	-4	-3	-3	3	-4	3	-1	2	-2	0

51: CN1CCN(CCCNC(=O)Cn2ncc3c4ccccc4n(C)c3c2=O)CC1
52: Nc1cc(S(=O)(=O)Nc2cc(Cl)ccc2Cl)ccc1N1CCOCC1
53: CCOc1ccc(Cl)cc1CSc1ncn[nH]1
54: CC(=O)OCC1O[C@@H](O[C@@H]2C[C@H]3C(C)(C)[C@H](OC(C)=O)CC[C@]3(C)[C@H]3CC[C@]45C[C@]4(CC[C@H]5[C@@H](C)C[C@@H](O)[C@H](O)C(C)(C)O)[C@@]32C)[C@H](O)[C@@H](O)[C@@H]1O (stereo not given in full)
55: CC(=O)c1cccc(NC(=O)Cn2cnc(S(=O)(=O)N3CCCC3)c2)c1
56: CCS(=O)(=O)N1CCC(C(=O)Oc2ccc(Br)cc2)CC1
Assay by compound	51	52	53	54	55	56
CTSL1 counter	0	2	0	8	0	-2
core dimer inh	-8	6	6	-10	-3	6
PREPL inh	0	0	-7	11	-2	11
EBNA-1 inh	-1	4	16	-1	10	1
PP5 primary	2.4	-2.0	-0.4	5.9	1.3	1.7
PP1 counter	1	0	-5	5	-1	3
ZTA counter	4	8	2	11	-8	-11
Efflux pump inh	0.0	0.0	0.0	0.0	0.2	0.0
TPT1 inh	-3	-2	-1	0	0	1

One compound at a time (already shown). Order of values: CTSL1 counter | core dimer inh | PREPL inh | EBNA-1 inh | PP5 primary | PP1 counter | ZTA counter | Efflux pump inh | TPT1 inh
`CC(=O)OCC1O[C@@H](O[C@@H]2C[C@H]3C(C)(C)[C@H](OC(C)=O)CC[C@]3(C)[C@H]3CC[C@]45C[C@]4(CC[C@H]5[C@@H](C)C[C@@H](O)[C@H](O)C(C)(C)O)[C@@]32C)[C@H](O)[C@@H](O)[C@@H]1O` (stereo not given in full) as listed: 8 | -10 | 11 | -1 | 5.9 | 5 | 11 | 0.0 | 0
`CC(=O)c1cccc(NC(=O)Cn2cnc(S(=O)(=O)N3CCCC3)c2)c1` as listed: 0 | -3 | -2 | 10 | 1.3 | -1 | -8 | 0.2 | 0

Compound activity: PubChem, several laboratories

Only part of the results is shown; rates above refer to the full screens.
